OXTR potentiate: human OXTR potentiators, primary screen, fluorescence, CHO-OTR cells, Fluo-8 calcium | Fluo-8 calcium fluorescence, potentiator mode; 0% = oxytocin EC15, 100% = EC100 | activation, % at 3 µM | 320,000 tested, 0.061% active;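 active = activation above that plate's cutoff, the mean activation of tested compounds plus 3 SD, cut at about 6.6% in these data, passing the limit was not always enough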;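 also: 100% uses oxytocin at 75 nM as the full agonist control; some results filed as inactive read as strong as hits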
Target sequence (P30559 whole entry, looked up): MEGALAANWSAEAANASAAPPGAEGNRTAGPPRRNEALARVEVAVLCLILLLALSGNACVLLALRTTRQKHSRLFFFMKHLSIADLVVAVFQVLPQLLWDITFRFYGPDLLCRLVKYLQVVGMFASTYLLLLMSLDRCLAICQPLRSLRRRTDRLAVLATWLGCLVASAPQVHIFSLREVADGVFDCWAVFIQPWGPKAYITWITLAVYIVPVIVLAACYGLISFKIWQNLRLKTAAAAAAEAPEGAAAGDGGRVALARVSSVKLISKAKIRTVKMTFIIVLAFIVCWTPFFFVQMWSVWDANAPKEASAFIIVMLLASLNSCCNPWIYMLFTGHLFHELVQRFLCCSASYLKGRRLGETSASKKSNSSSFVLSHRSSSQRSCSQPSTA
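Dosing: Single dose, 3.0 µM nominal final compound concentration | Material: Human OTR in CHO cells | Technique: Kinetic Fluo-8 calcium fluorescence | Benchmarks: EC15 oxytocin alone as 0%, 75 nM oxytocin as 100% | Probe or stimulus: Oxytocin at about EC15, sub-maximal agonist stimulus | Incubation: Compound 6 min at room temperature before oxytocin, 100 s read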
TAAR1 antag: human TAAR1 antagonists, primary screen, Fluo-8 calcium fluorescence, CHO RD-HGA16 cells; antagonist; 360,000 tested, 1.5% active; inhibition, % at 3 µM; AID 624466, 2012; Trace amine-associated receptor 1 (Homo sapiens), Q96RJ0;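 active = inhibition above a per-plate cutoff, the mean inhibition of test compounds on that plate plus 3 SD, cut at about 49% in these data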;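 also: 0% = DMSO plus EC80 beta-PEA response and 100% = DMSO alone without agonist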
Target sequence (Q96RJ0 whole entry, looked up): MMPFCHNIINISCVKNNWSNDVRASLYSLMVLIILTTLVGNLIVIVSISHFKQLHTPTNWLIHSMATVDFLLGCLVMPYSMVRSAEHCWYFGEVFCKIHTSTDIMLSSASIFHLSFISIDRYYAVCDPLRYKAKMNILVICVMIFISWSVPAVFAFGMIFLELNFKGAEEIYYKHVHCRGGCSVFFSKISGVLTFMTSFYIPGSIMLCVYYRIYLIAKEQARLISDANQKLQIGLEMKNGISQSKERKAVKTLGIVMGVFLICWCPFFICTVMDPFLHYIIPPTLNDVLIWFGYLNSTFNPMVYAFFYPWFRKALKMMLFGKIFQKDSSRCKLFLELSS
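Test system – hTAAR1-expressing CHO RD-HGA16 cells, Gα16-coupled · Also added – β-PEA at EC80 concentration, post-compound challenge · Compound – 3 µM, single point · Incubation – dye loading 75 min at 37 °C, then 30 min room temperature · Measured by – Fluo-8 intracellular calcium dye fluorescence, real-time kinetic reads · Benchmarks – vehicle and agonist controls · Replicates – singlicate, one well per test compound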
CHRM1 antagonist: human M1 muscarinic receptor antagonists, primary screen, CHO-K1 cells, Fluo-8 calcium fluorescence, 1536-well; Muscarinic acetylcholine receptor M1 (Homo sapiens), P11229; CHO-K1 hM1, ACh EC80 antagonist; inhibition, % at 3 µM; 360,000 tested, 1.3% active; AID 588852, 2011;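 active = percent inhibition above its own plate's cutoff, namely the mean of that plate's compound wells plus 3 SD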;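 also: peak over basal fluorescence ratio during 140 s after agonist addition; 0% = ACh EC80 plus DMSO and 100% = DMSO alone without agonist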
TAAR1 agonist: human TAAR1 agonists, primary screen, Fluo-8 calcium fluorescence, CHO RD-HGA16 cells; Trace amine-associated receptor 1 (Homo sapiens), Q96RJ0; vehicle wells 0%, saturating PEA agonist 100%; activation, % at 3 µM; 360,000 tested, 0.99% active;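 active = activation above the mean activation of all test compounds in the run plus 3 SD, cut at about 38% in these data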
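test system = CHO RD-HGA16 cells carrying human TAAR1 plus Gα16 | schedule = 17-24 h seeding, 75 min 37 °C dye, 30 min RT | compound dosing = 3 µM single concentration | control set = DMSO and PEA EC100 | replicates = n 1 | signal = Fluo-8 fluorescence, 5 s baseline then 140 s kinetic read | measure = percent activation vs PEA EC100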
M1 PAM parental: nonselective calcium activators in parental CHO-K1 cells, primary screen, counter-screen for M1 PAM project, cell-based, Fluo-8 calcium fluorescence, full deck, 1536-well; ATP EC20; 0% at ATP EC20, 100% at ATP max; activation, % at 3 µM; 360,000 tested, 0.02% active; AID 602247, 2012;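 active = activation above the run cutoff, the mean activation of all test compounds plus 3 SD, cut at about 40% in these data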;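 also: peak over basal fluorescence ratio in a 140 s read after ATP addition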
CHO parental Ca: ATP-evoked calcium signal inhibitors, parental CHO, primary screen, counter-screen for OX1R antagonist project, cell-based, fluorescence, Fluo-8 calcium dye | parental CHO-K1, ATP-induced calcium, Fluo-8 fluorescence | inhibition, % at 5.6 µM | 330,000 tested, 0.63% active | AID 463079, 2010;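 active = inhibition above that plate's mean sample inhibition plus 3 SD, cut at about 26% in these data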;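 also: 0% = ATP-challenged DMSO wells and 100% = DMSO wells without ATP; some compounds past the cut are filed as inactive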
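test system = CHO parental line | reagent = ATP stimulus | measured by = intracellular calcium via Fluo-8 no-wash fluorescent dye | control set = ATP and no-ATP DMSO wells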
CHRM1 agonist: human M1 muscarinic receptor agonists, primary screen, Fluo-8 calcium fluorescence, CHO-K1 cells, HTS | CHO-K1 hM1, agonist mode; 0% DMSO, 100% acetylcholine EC100 | activation, % at 3 µM | AID 588814, 2011 | Muscarinic acetylcholine receptor M1 (Homo sapiens), P11229 | 360,000 tested, 0.33% active;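 active = activation above the run's mean compound activation plus 3 SD, cut at about 16% in these data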;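 also: peak over basal fluorescence ratio within a 140 s kinetic read after compound addition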
CHO-K1 Ca ag: counter-screen for M1 agonists: effect in parental CHO-K1 cells; Fluo-8 calcium fluorescence; scaled to maximal ATP response, vehicle zero; activation, % at 3 µM; 360,000 tested, 0.48% active; AID 602248, 2012; in the data active = activation above about 15%;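 also: untransfected CHO-K1 host cells lacking M1 receptor as counterscreen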
CHO-K1 Ca antag: M1 antagonist counterscreen hit in parental CHO-K1 cells | ATP-induced calcium, Fluo-8 fluorescence | inhibition, % at 3 µM | 360,000 tested, 0.6% active | AID 602250;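 active = inhibition above a per-plate cutoff, the plate's mean sample inhibition plus 3 SD, cut at about 24% in these data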;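 also: 0% = DMSO plus EC80 ATP and 100% = DMSO alone without ATP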
Starred values were filed as active, the others as inactive; · = no result given. Outcome played no part in choosing rows; about 4.2% have a hit in one of these screens.

SMILES	TAAR1 agonist	CHO-K1 Ca antag	M1 PAM parental	CHO parental Ca	CHRM1 agonist	CHRM1 antagonist	CHO-K1 Ca ag	OXTR potentiate	TAAR1 antag
CCOc1ccc(C(=O)NC(=S)Nc2ccc(NC(=O)C(C)C)cc2)cc1[N+](=O)[O-]	10	4	-13	-16	-5	1	1.2	-11	38
COCc1c(C(=O)NC2CCCCCC2)oc2ccccc12	7	-14	9	-14	-4	-3	-0.1	-12	-26
COc1ccc(N=Nc2[nH]c3ccc(C)cc3c2O)cc1	0	-5	10	-23	-3	-8	-0.2	-10	-8
Cc1c(-c2ccccc2)sc(N)c1C(=O)N1CCOCC1	13	-18	22	-24	-3	-17	0.5	-17	0
CCOc1cc(/C=N/NC(=O)C(=O)NC2CC2)cc(Br)c1O	-1	-16	29	-4	-5	1	0.3	16*	0
COc1cccc(C#Cc2ccc3c(c2)O[C@@H](CN(C)C(=O)c2ccccn2)[C@@H](C)CN([C@H](C)CO)S3(=O)=O)c1	7	7	5	·	-3	3	4.3	·	49*
CCc1ccc(CN2CCCC(CNC(=O)c3cccc(OC)c3OC)C2)cc1 (configuration not stated)	2	-8	18	-15	-9	-12	0.6	-2	-21
CCOc1ccc(Br)cc1S(=O)(=O)N1CCCN(C)CC1	0	9	-9	-20	-10	2	0.3	-12	-7
Cc1cc(C(=O)NCc2ccc3c(c2)OCO3)n(-c2ccccc2)n1	3	1	8	-9	-2	0	0.8	-5	-12
Cc1ccc(SC(CC(=O)c2ccc(F)cc2)C(=O)O)cc1 (configuration not stated)	2	-8	5	-18	0	-15	0.5	0	-17
N#Cc1ccccc1NC(=O)COC(=O)CCc1ccccc1	6	-13	6	-15	-5	-1	0.7	-1	5
O=C(O)c1ccc(-n2nnnc2Oc2cccc3cccnc23)cc1	12	-1	12	-13	-3	-1	0.3	2	1
Cc1ccc(CN2CN(S(=O)(=O)c3cccs3)c3nc4ccccc4nc32)cc1	0	-9	2	-16	0	-10	0.1	1	7
O=C(Nc1ccc(Cl)cc1)c1nc[nH]c1C(=O)NCc1ccccc1	5	-4	9	-39	-1	-9	0.3	-5	-8
CCN(CC)c1ccc(NC(=O)COC(=O)c2cccs2)cc1	8	1	12	2	-7	-5	0.5	7	4
CC1(C)OC(=O)CC1C(=O)NCc1ccccc1 (configuration not stated)	4	16	-6	-7	-1	10	0.0	1	22
CC(C)N1CCC(N2CCN(Cc3nc4ccccc4s3)CC2CCO)CC1 (configuration not stated)	-1	-10	20	-2	-7	7	0.9	-4	7
NS(=O)(=O)c1ccc(NC(=O)CSc2nc3ccccc3n2-c2ccccc2)cc1	3	-7	20	-9	-10	8	-0.2	-6	-15
CC1=C(C(=O)N2CCCCCC2)CC(CC(=O)NCC2CCCCC2)C(=O)N1Cc1ccc(F)cc1 (configuration not stated)	-1	-21	2	·	·	·	0.2	·	-20
COc1ccc(C2CC(c3ccc(C)o3)=NN2C(C)=O)cc1 (configuration not stated)	3	-6	12	-7	-6	-16	0.0	-2	8
COc1ccc(-c2[nH]n(-c3ccc([N+](=O)[O-])cc3)c(=O)c2C=NCc2ccncc2)cc1	-1	4	-6	-8	-7	0	-0.5	-10	14
O=C1CCCN1CN(C(=O)c1ccccc1)c1ccc(F)cc1	5	-12	20	-6	-2	-3	0.9	2	-8
COc1ccc(C2(c3ccc(OC)cc3)NC(=O)N(CC(=O)Nc3ccc(OC(F)F)cc3)C2=O)cc1	4	-2	14	-5	3	-18	0.4	-9	-13
CS/C(N)=N/N=C/c1cc(C)ccc1O	0	12	-15	-3	1	0	0.5	1	9
O=C(NCc1cccs1)c1cccn2c(=O)c3sccc3nc12	3	-10	24	-19	-3	-7	0.3	-1	-20
O=C(c1ccc(-c2ccccc2)cc1)N1CCN(C(=O)c2ccco2)CC1	-2	-2	8	-16	-4	5	0.6	-6	-8
Clc1ccc2nc(C3CCN(Cc4nnnn4C4CCCCC4)CC3)[nH]c2c1	6	11	7	-11	-5	8	1.0	-13	9
O=C(Nc1ccccc1)N1CCCC(c2nc(-c3cccs3)no2)C1 (configuration not stated)	·	0	6	-9	-3	22	6.7	-6	·
CCOc1cccc(C(=O)Nc2cccc(C(=O)NCC(C)C)c2)c1	2	1	-5	4	-4	-2	1.9	-1	-5
CN(C(=O)c1ccncc1)c1nnc(-c2ccccn2)s1	2	-3	8	2	-4	2	0.3	-6	17

Nine structures already listed, arranged by molar mass, high to low:
SMILES	TAAR1 agonist	CHO-K1 Ca antag	M1 PAM parental	CHO parental Ca	CHRM1 agonist	CHRM1 antagonist	CHO-K1 Ca ag	OXTR potentiate	TAAR1 antag
COc1ccc(C2(c3ccc(OC)cc3)NC(=O)N(CC(=O)Nc3ccc(OC(F)F)cc3)C2=O)cc1	4	-2	14	-5	3	-18	0.4	-9	-13
CC1=C(C(=O)N2CCCCCC2)CC(CC(=O)NCC2CCCCC2)C(=O)N1Cc1ccc(F)cc1 (configuration not stated)	-1	-21	2	·	·	·	0.2	·	-20
Clc1ccc2nc(C3CCN(Cc4nnnn4C4CCCCC4)CC3)[nH]c2c1	6	11	7	-11	-5	8	1.0	-13	9
O=C(c1ccc(-c2ccccc2)cc1)N1CCN(C(=O)c2ccco2)CC1	-2	-2	8	-16	-4	5	0.6	-6	-8
O=C(Nc1ccccc1)N1CCCC(c2nc(-c3cccs3)no2)C1 (configuration not stated)	·	0	6	-9	-3	22	6.7	-6	·
CCOc1cccc(C(=O)Nc2cccc(C(=O)NCC(C)C)c2)c1	2	1	-5	4	-4	-2	1.9	-1	-5
COc1ccc(C2CC(c3ccc(C)o3)=NN2C(C)=O)cc1 (configuration not stated)	3	-6	12	-7	-6	-16	0.0	-2	8
CN(C(=O)c1ccncc1)c1nnc(-c2ccccn2)s1	2	-3	8	2	-4	2	0.3	-6	17
CS/C(N)=N/N=C/c1cc(C)ccc1O	0	12	-15	-3	1	0	0.5	1	9

Remaining list, next part:
SMILES	TAAR1 agonist	CHO-K1 Ca antag	M1 PAM parental	CHO parental Ca	CHRM1 agonist	CHRM1 antagonist	CHO-K1 Ca ag	OXTR potentiate	TAAR1 antag
O=c1c2ccccc2nc(SCc2ccccc2F)n1C1CCCC1	4	-3	14	-9	-2	-10	0.0	-3	-14
CC(C)C[C@@H](CN=[N+]=[N-])N1CCN(Cc2ccccc2)CCC1=O	3	-12	-1	-19	-10	-8	0.0	-10	3
CC(=O)Nc1ccc(N2CCN(c3ccc(C(F)(F)F)cn3)CC2)nc1	1	10	-22	-3	0	-10	0.4	-13	-16
CN(C(=O)c1ccc(OC2CCN(CCc3ccccc3)CC2)cc1)C1CCCCC1	3	-17	25	-10	-6	6	3.6	-14	-33
CCSC1C(=O)N(C)C(SCC)C(=O)N1C (configuration not stated)	2	19	-11	·	3	-7	-0.3	·	-26
COc1ccc(OC)c(S(=O)(=O)N2CCC(C(=O)NCCc3ccc(OC)c(OC)c3)CC2)c1	6	-6	6	-13	1	-23	1.3	-8	1
O=C(c1cccc(C(F)(F)F)c1)N1CCC(O)(CS(=O)(=O)Cc2ccccc2)CC1	4	-8	21	-4	-2	-16	1.3	-1	-11
CCc1nnc(NC(=O)c2nc3nccc(C)n3n2)s1	5	-4	13	1	-3	-6	0.5	-14	-6
O=C(NC1CCCC1)C1C2C=CC3(CN(Cc4cccs4)C(=O)C13)O2 (configuration not stated)	-1	5	4	1	-1	5	0.2	-3	-8
O=C(N/C(=C/c1ccc2c(c1)OCO2)C(=O)N1CCOCC1)c1cccs1	3	-14	29	6	-4	-16	1.4	-15	-10
Cc1ccc(-n2nc(-c3cccnc3)cc2C(=O)N2CCOCC2)c(C)c1	3	1	3	-23	-4	-12	-0.4	-6	0
CC1=C(C(=O)N2CCOCC2)CC(CC(=O)NCCCCc2ccccc2)C(=O)N1CCCN1CCCC1=O (configuration not stated)	2	-4	3	·	-1	-9	0.3	·	-12
CNc1cc(-c2ccc(OC)nc2)ncn1	1	1	-7	·	-2	-2	0.0	·	-7
OCCCNc1c2c(nc3cc(-c4ccc(Cl)cc4)nn13)CCC2	-1	-4	-10	-12	-5	-8	0.4	-6	-3
NS(=O)(=O)c1ccc(Sc2ccc3c(c2)CCC3)nc1	6	1	-25	12	-5	9	1.1	-13	28

Two compounds drawn at random from those above, as already listed:
SMILES	TAAR1 agonist	CHO-K1 Ca antag	M1 PAM parental	CHO parental Ca	CHRM1 agonist	CHRM1 antagonist	CHO-K1 Ca ag	OXTR potentiate	TAAR1 antag
OCCCNc1c2c(nc3cc(-c4ccc(Cl)cc4)nn13)CCC2	-1	-4	-10	-12	-5	-8	0.4	-6	-3
NS(=O)(=O)c1ccc(Sc2ccc3c(c2)CCC3)nc1	6	1	-25	12	-5	9	1.1	-13	28

Next section.
SMILES	TAAR1 agonist	CHO-K1 Ca antag	M1 PAM parental	CHO parental Ca	CHRM1 agonist	CHRM1 antagonist	CHO-K1 Ca ag	OXTR potentiate	TAAR1 antag
O=Cc1c(Sc2ccccn2)nc2ccccn2c1=O	-1	-14	15	-5	-4	-15	0.4	-5	9
COc1ccc(CCC(=O)OCC(=O)Nc2c(C)nn(-c3ccccc3)c2C)cc1	7	-5	-1	-13	-3	-2	4.2	4	7
O=C(CC1COc2ccccc2O1)Nc1ccccn1 (configuration not stated)	1	10	-5	-13	-3	15	0.6	-14	12
CC(C)CC(C(=O)Oc1ccc2c3c(c(=O)oc2c1)CCC3)N1C(=O)c2ccccc2C1=O (configuration not stated)	6	-7	12	·	-1	-12	0.2	·	14
CN(CCCn1cnc2c(OCc3ccccc3)ncnc21)Cc1ccco1	1	-3	-3	·	-11	13	0.2	·	0
Cn1c(=O)c2[nH]c(CCCC(=O)O)nc2n(Cc2ccccc2)c1=S	6	-7	9	-10	-3	-3	0.1	1	5

From PubChem BioAssay
